# hERG WT inh – blocks the wildtype human KCNH2 potassium channel; hit rate 0.37% among 340,000; activity change, % at 1.84 µM; U2OS, BacMam KCNH2, thallium flux FluxOr; hits give low values;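 active = maximum activity change below -70%; inconclusive = maximum activity change between -70% and -50%; inactive = maximum activity change above -50%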
# Target sequence (Q12809 whole entry, looked up): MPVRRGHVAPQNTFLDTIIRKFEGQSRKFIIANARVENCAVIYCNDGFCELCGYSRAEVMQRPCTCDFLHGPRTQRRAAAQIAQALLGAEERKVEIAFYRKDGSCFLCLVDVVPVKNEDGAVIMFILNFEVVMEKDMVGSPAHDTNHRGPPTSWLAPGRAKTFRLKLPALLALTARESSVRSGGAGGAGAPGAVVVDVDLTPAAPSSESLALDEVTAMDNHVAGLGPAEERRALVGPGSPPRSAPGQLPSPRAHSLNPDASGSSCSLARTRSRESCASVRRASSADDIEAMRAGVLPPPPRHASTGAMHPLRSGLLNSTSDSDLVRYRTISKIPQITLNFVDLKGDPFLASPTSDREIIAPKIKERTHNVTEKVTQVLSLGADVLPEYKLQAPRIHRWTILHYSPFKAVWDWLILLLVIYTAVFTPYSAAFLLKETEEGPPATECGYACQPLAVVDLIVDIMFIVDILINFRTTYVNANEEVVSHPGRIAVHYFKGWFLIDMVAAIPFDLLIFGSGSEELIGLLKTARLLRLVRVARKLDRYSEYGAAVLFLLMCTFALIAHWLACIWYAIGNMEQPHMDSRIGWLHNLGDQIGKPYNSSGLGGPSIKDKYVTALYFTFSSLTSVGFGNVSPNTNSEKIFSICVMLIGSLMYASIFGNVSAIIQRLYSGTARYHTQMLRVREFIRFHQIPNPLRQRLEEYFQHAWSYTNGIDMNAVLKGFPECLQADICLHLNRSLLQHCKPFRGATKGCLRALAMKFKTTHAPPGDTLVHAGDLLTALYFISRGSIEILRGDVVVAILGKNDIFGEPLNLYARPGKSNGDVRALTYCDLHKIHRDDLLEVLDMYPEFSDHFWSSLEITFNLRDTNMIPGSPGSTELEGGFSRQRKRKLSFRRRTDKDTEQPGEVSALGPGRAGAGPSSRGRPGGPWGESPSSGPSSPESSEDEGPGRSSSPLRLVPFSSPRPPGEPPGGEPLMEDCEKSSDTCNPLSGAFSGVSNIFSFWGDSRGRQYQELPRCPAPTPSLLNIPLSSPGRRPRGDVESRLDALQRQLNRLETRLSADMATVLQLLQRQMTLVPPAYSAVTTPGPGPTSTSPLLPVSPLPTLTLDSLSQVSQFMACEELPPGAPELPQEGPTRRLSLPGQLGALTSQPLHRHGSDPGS
#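 U2OS cells were transduced with wild-type KCNH2 virus (2.03 x 10^8 / mL) for 4 h at room temperature, then cultured overnight at 37 C. Thallium flux was read with FluxOr dye. Rate constants were normalized to DMSO controls.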
# Active calls of the source: *; ? = inconclusive. % is scaled to controls: 0 for no effect and ±100 for the full control effect. The list is partial; rates above refer to the full screens.
SMILES,hERG WT inh
C#CCN(C[C@H]1[C@H](OC(=O)NCc2ccc(OC)c(OC)c2)[C@H](OC(=O)NCc2ccc(OC)c(OC)c2)C[C@@H](C(=O)OC)[C@H]1C(=O)OC)S(=O)(=O)c1ccc(C)cc1,-6
CS(=O)(=O)c1cc(C(=O)O)cc(NCc2ccccc2)c1Oc1ccccc1,-10
CC1C(=O)N(Cc2cn(CCC3OCCCO3)nn2)CCS(=O)(=O)N1Cc1ccc(-c2cccc(CO)c2)cc1 (stereo not given),-4
CN(C)CCC1(c2ccccc2)CCN(C)C1=O (stereo not given),-11
Cc1cc(C)c2cc(C#N)c(NCCCNC(=O)c3ccncc3)nc2c1,-8
CC(=O)N(C)C[C@H]1Oc2ncc(Br)cc2C(=O)N([C@H](C)CO)C[C@@H]1C,0
COc1ccc(CCNC(=O)CCCn2c(=S)[nH]c3ccsc3c2=O)cc1OC,4
COc1ccc(-n2nc3c(c2NC(=O)COc2ccccc2OC)CS(=O)(=O)C3)cc1,4
C=C(C)c1cccc(C(C)(C)NC(=O)N2CCN(C(=O)OCC)CC2)c1,-1
CCc1ccc(NC(=O)CSc2nc(C)cs2)cc1,-3
C[C@@H]1CN([C@@H](C)CO)C(=O)c2cc(C3=CCCCC3)cnc2O[C@H]1CN(C)C(=O)Nc1cccc(F)c1,-4
Cc1ccc(S(=O)(=O)N2C[C@H]3[C@H]4C(=O)N(c5ccccc5)C(=O)[C@H]4C[C@H](OC(=O)NCc4ccccc4F)[C@@]3(O)C2)cc1,-8
CC(=O)c1c(C)[nH]c(C(=O)OCC(=O)N2CCN(c3ccccc3)CC2)c1C,-16
COc1ccc2oc(=O)cc(CN3CCN(Cc4ccccc4)CC3)c2c1,36
COc1ccc(-c2ccc(CCC(=O)O)n2-c2cc(OC)ccc2OC)cc1,2

# Among those listed so far, 2 have fluorine:
SMILES,hERG WT inh
C[C@@H]1CN([C@@H](C)CO)C(=O)c2cc(C3=CCCCC3)cnc2O[C@H]1CN(C)C(=O)Nc1cccc(F)c1,-4
Cc1ccc(S(=O)(=O)N2C[C@H]3[C@H]4C(=O)N(c5ccccc5)C(=O)[C@H]4C[C@H](OC(=O)NCc4ccccc4F)[C@@]3(O)C2)cc1,-8

# Next section.
SMILES,hERG WT inh
N#Cc1ccc(CN(Nc2ccccc2)c2ccccc2)cc1,7
C[C@@H]1CN([C@@H](C)CO)C(=O)CCCn2nncc2CO[C@H]1CN(C)Cc1ccccc1C(F)(F)F,-19
N#CC(=Cc1ccnc2ccccc12)c1ccccc1,3
COC1=C(Br)C(=O)c2nc(C)ccc2C1=O,-8
C[C@@H]1CN([C@@H](C)CO)C(=O)c2cc(Br)cnc2O[C@H]1CN(C)Cc1ccc(-c2ccccc2)cc1,-47
CCCCCCn1c(=O)n2n(c1=O)[C@@H]1CN(S(=O)(=O)c3ccc(C)cc3)C[C@]1(O)[C@@H](OC(=O)Nc1c(C)noc1C)C2,4
CCN1C(=O)[C@H]2[C@@H](c3ccc(C(F)(F)F)cc3)N[C@]3(CCCN(Cc4ccc(Cl)cc4)C3=O)[C@H]2C1=O,-14
COc1ccc(C(C)C)cc1S(=O)(=O)Nc1cccnc1,-8
O=C(C[C@H]1C(=O)N(Cc2cccnc2)C[C@@H]1Cc1ccccc1)Nc1ccccc1,-9
O=C(NC1CCOC1=O)OCc1ccccc1 (stereo not given),-24
O=C(CSc1nc2[nH]ncc2c(=O)[nH]1)Nc1cc(C(F)(F)F)ccc1Cl,3
COc1ccc(OC)c(C=Cc2ccc([N+](=O)[O-])cc2)c1,2
O=C(CN1CCN(S(=O)(=O)c2ccc(Br)s2)CC1)N1CCc2ccccc21,17
Cc1cnc(CN(C)C(=O)C2CCC(=O)N(CCc3ccc(Cl)cc3)C2)[nH]1 (stereo not given),52
O=C1CCC(C(=O)N(CCO)Cc2ccccc2)CN1CCc1cccc(F)c1 (stereo not given),-4
C[C@@H]1CN([C@@H](C)CO)S(=O)(=O)c2ccc(-c3ccccc3)cc2O[C@@H]1CN(C)Cc1ccccc1C(=O)O,1
CCc1cc(-c2cnnn2Cc2ccccc2)ccc1-c1cn(CC(C)C)nn1,-11
Cc1ccc(S(=O)(=O)N2CCC(C(=O)NCCN3CCOCC3)CC2)cc1,26
C[C@@H]1CN([C@@H](C)CO)C(=O)c2cc(NS(C)(=O)=O)ccc2O[C@@H](C)CCCCO[C@H]1CN(C)C(=O)Nc1ccc2c(c1)OCO2,-14
CCN(C(=O)c1c([N+](=O)[O-])cnn1C)c1ccccc1,-17
Cc1cn([C@H]2C[C@H](O)[C@@H](CNCc3cccn3-c3nccs3)O2)c(=O)[nH]c1=O,-26
COc1ccc(C(CNC(=O)c2ccc(OCc3cscn3)cc2)N2CCCC2)cc1 (stereo not given),15
Cc1ccc(C(=O)OCC(=O)Nc2cc(Cl)ccc2C#N)o1,3
CC(=NCc1ccccc1)c1ccccc1O,-7
COc1ccc(CN2C(=O)C(CC(=O)NCC3CCCCC3)CC(C(=O)N(C(C)C)C(C)C)=C2C)cc1 (stereo not given),-7
O=C(Cn1sc2ccccc2c1=O)Nc1ccccc1,12
O=C(NC(=S)Nc1c(Cl)cc(Cl)cc1Cl)c1ccccc1,16
O=C(c1ccc2ccccc2c1O)N1CCCCC1,-1
CC1(c2cccc(Br)c2)NC(=O)N(CC(=O)Nc2ccc(N3CCCCC3)cc2)C1=O (stereo not given),-13
O=C(CSc1ccc(Cl)cc1)Nc1ccccc1,2

# Filtered by structure: the compounds so far containing a COOH group
SMILES,hERG WT inh
CS(=O)(=O)c1cc(C(=O)O)cc(NCc2ccccc2)c1Oc1ccccc1,-10
COc1ccc(-c2ccc(CCC(=O)O)n2-c2cc(OC)ccc2OC)cc1,2
C[C@@H]1CN([C@@H](C)CO)S(=O)(=O)c2ccc(-c3ccccc3)cc2O[C@@H]1CN(C)Cc1ccccc1C(=O)O,1

# New compounds follow
SMILES,hERG WT inh
Cc1ccc(S(=O)(=O)N2CCOCC2)cc1NC(=O)c1ccncc1,11
CCN(CC)CCCC(C)n1c(C)cc(C(=O)NS(=O)(=O)c2ccc(C)cc2)c1C (stereo not given),-2
CNC[C@H]1OCCCC[C@H](C)Oc2ccc(NC(=O)CCCN(C)C)cc2C(=O)N([C@H](C)CO)C[C@@H]1C,12
CCC(=O)Nc1ccc(S(=O)(=O)NC[C@H]2O[C@@H](n3cc(C)c(=O)[nH]c3=O)C[C@@H]2O)cc1,-11
Cc1nc(Cc2nnc(SC(C)C(=O)Nc3ccccc3)o2)cs1 (stereo not given),-9
Cc1cccc(C#CC2=CC(=O)CC(C)(C)C2)c1,-19
CCN(CC)CCCn1c2c(c(SCC(=O)Nc3cc(C)cc(C)c3)nc1=O)CCC2,49
CCC[C@H]1CN(c2ccccc2)C(=O)[C@@H]1CC(=O)Nc1ccc(Br)cc1,3
COc1ccc(CN2C(=O)C(CC(=O)NC3CCCCC3)CC(C(=O)N(C(C)C)C(C)C)=C2C)cc1 (stereo not given),-8
COC(=O)C(c1ccccc1)C(CC(=O)c1ccccc1)c1ccccc1 (stereo not given),9
COc1ccc(C(=O)NCCCN2CCCC2=O)cc1S(=O)(=O)N1CCOCC1,37
COc1cc2ccc(C(C)=NNC(N)=S)cc2cc1OC,16
COC(=O)C[C@@H]1C[C@@H]2c3cc(NC(=O)NC4CCCCC4)ccc3O[C@@H]2[C@H](CO)O1,22
CCc1ccc(/C=C2/SC(=S)N(CCCC(=O)Nc3cccc(C(=O)O)c3)C2=O)cc1,6
CCOc1ccccc1NC(=O)CCNC(=O)C1CCN(S(=O)(=O)c2ccccc2)CC1,4
Cc1ccc([C@H]2C[C@@H](n3cc(-c4ccc(F)cc4)nn3)[C@H](O)CN2Cc2cccs2)cc1,-2
C#CCN(Cc1ccco1)C(=O)c1cc(COc2cccc3cccnc23)on1,0
O=C(CN1CCN(C(=O)CNC(=O)c2ccc(N3CCCC3=O)cc2)CC1)Nc1cccc(F)c1,20
CC1=C(C(=O)N(C)C)CC(CC(=O)NC2CCCC2)C(=O)N1Cc1ccc(F)cc1 (stereo not given),2
CC(C)NC(=O)C1CCN(Cc2cccc(OCc3ccccc3)c2)CC1,6
Cc1nc(SCC(=O)Nc2sccc2C(N)=O)c2c(C)c(C)sc2n1,9
COc1cccc(NC(=O)N(C)C[C@H]2Oc3cc(Br)ccc3S(=O)(=O)N([C@H](C)CO)C[C@H]2C)c1,2
O=[N+]([O-])c1cc2ncccc2c2ncccc12,27
C[C@@H]1CCCCO[C@@H](CN(C)CC2CCCCC2)[C@@H](C)CN([C@H](C)CO)C(=O)c2cc(NS(=O)(=O)c3ccc(Cl)cc3)ccc2O1,4
CCCCN1C(=O)C(CC(=O)NC(c2ccccc2)c2ccccc2)CC(C(=O)N(CC)CC)=C1C (stereo not given),-11
Cn1c(=O)c2c(ncn2CC(=O)OCC(=O)Nc2cccc(C#N)c2)n(C)c1=O,-22
COc1ccc(C(=O)NC(C(=O)N2CCN(C/C=C/c3ccccc3)CC2)C(C)C)cc1 (stereo not given),8
O=C(CSc1nnc(C2CC2)n1C1CC1)N1CCN(c2ccc(O)cc2)CC1,-4
CCCCCCN1C[C@H](n2cc(-c3ccc(F)cc3)nn2)[C@@H](O)C[C@@H]1c1ccc(Cl)cc1,-2
COC(=O)c1c(NC(=O)c2ccc(C(=O)c3ccccc3)cc2)sc2c1CC(C)(C)NC2(C)C,0
Cc1c(Cl)cccc1NC(=S)NC(=O)c1ccccc1,-10
N#Cc1ccc(-c2nc3ccc(Br)cn3c2Cc2ccccc2)cc1,-6
COc1ccc2c(c1)CCC1(C)CC(=O)C=C21 (stereo not given),3
COCOCCn1cc(CN2CCS(=O)(=O)N(Cc3ccc(-c4ccc(F)cc4)cc3)C(C(C)C)C2=O)nn1 (stereo not given),16
CC(C)(C)C1CCNC(=O)CC1 (stereo not given),-1
N#CCC(C(=O)c1cccnc1)c1ccccc1 (stereo not given),51
O=C(Cc1ccc(Br)cc1)Nc1cccc(S(=O)(=O)N2CCCCC2)c1,-12
Oc1c(C(c2ccccc2)N2CCCCC2)ccc2ccccc12 (stereo not given),-13
CC(C)C1C(=O)N(Cc2cn(Cc3ccco3)nn2)CCS(=O)(=O)N1Cc1ccc(-c2cccc(N(C)C)c2)cc1 (stereo not given),0
CCN(C(=O)Cn1cc(C(F)(F)F)ccc1=O)C1CCS(=O)(=O)C1 (stereo not given),-6
C[C@@H]1CN([C@H](C)CO)C(=O)CCCn2nncc2CO[C@H]1CN(C)Cc1ccccc1C(=O)O,9
CC(C)n1ncc2c(C(=O)N3CCN(S(=O)(=O)c4cccc(F)c4)CC3)cc(C3CC3)nc21,-10
N=c1c2ccccc2nc2n1CCCCCCC2,11
O=S(=O)(CCN1CCN(c2ccccc2O)CC1)c1ccc(Cl)cc1,34
CCOC(=O)C1CCN(C(=O)c2ccccc2)c2scc(-c3ccccc3)c2C1=O (stereo not given),6

# Nothing new here: an excerpt of the list.
SMILES,hERG WT inh
Cc1c(Cl)cccc1NC(=S)NC(=O)c1ccccc1,-10
N#Cc1ccc(-c2nc3ccc(Br)cn3c2Cc2ccccc2)cc1,-6
COc1ccc2c(c1)CCC1(C)CC(=O)C=C21 (stereo not given),3

# Part of the list above, field by field.
CC(C)(C)C1CCNC(=O)CC1 (stereo not given)
  hERG WT inh: -1
CC(C)C1C(=O)N(Cc2cn(Cc3ccco3)nn2)CCS(=O)(=O)N1Cc1ccc(-c2cccc(N(C)C)c2)cc1 (stereo not given)
  hERG WT inh: 0

# Next part
SMILES,hERG WT inh
O=S1(=O)CC(c2ccccc2)=NN=C(c2ccccc2)C1,-24
COc1ccccc1Nc1cc(C)nc2c(C)cccc12,-30
O=C(CCNC(=O)C1CCN(S(=O)(=O)c2ccccc2)CC1)NCc1cccnc1,-6
O=C(NCCS(=O)(=O)NCc1cccs1)c1ccccc1,0
C[C@@H]1CCCCO[C@@H](CN(C)S(=O)(=O)c2cn(C)cn2)[C@@H](C)CN([C@H](C)CO)C(=O)c2cc(NC(=O)Nc3ccc(C(F)(F)F)cc3)ccc2O1,9
COc1ccc(S(=O)(=O)N2CCOCC2)cc1NC(=O)CCCOc1ccc(C(C)=O)cc1,-3
C[C@@H]1CCCCO[C@H](CN(C)C(=O)Nc2cccc3ccccc23)[C@@H](C)CN([C@H](C)CO)C(=O)c2cc(NC(=O)c3ccccc3)ccc2O1,-2
Cc1cccc(S(=O)(=O)N(C)C[C@@H]2OCc3cn(nn3)CCCC(=O)N([C@H](C)CO)C[C@H]2C)c1,-25
COc1ccc(CN2C(=O)C(CC(=O)NCc3cccc4ccccc34)CC(C(=O)N(C)C)=C2C)cc1 (stereo not given),2
NS(=O)(=O)c1ccc(NC(=O)CN(C(=O)C(F)(F)F)C2CCCC2)cc1,-8
Nc1ccc(Oc2ccc(N)c([N+](=O)[O-])c2)cc1[N+](=O)[O-],0
CC(=O)OC1(C)C=Cc2ccccc2C1=NS(=O)(=O)c1ccccc1 (stereo not given),-7
CC(C)C[C@H](NC(=O)c1[nH]cnc1C(=O)Nc1ccccc1F)C(=O)OC(C)(C)C,7
Cn1cccc1C(=O)OCC(=O)N1CCc2ccccc2C1,4
CC1=C(C(=O)N2CCOCC2)CC(CC(=O)NCCN2CCOCC2)C(=O)N1Cc1ccccc1 (stereo not given),-7
Cc1cccc(-c2cc3nc(C)cc(=O)n3[nH]2)c1,-26
O=C(CCOc1ccccc1)N1CCCC(Nc2ccccc2)C1 (stereo not given),30
O=C(c1ccccc1)N(CCCl)C(=O)N(CCCl)C(=O)c1ccccc1,-4
Cc1ccc(Cc2c(-c3ccc(C)cc3)nc3ccc(Br)cn23)cc1,-1
CCOc1ccc(C(=O)CN2C(=O)NC3(CCCc4ccccc43)C2=O)cc1 (stereo not given),?
COc1ccc(C(=O)OCC(=O)c2ccco2)cc1[N+](=O)[O-],-2
CCCCCCN1C[C@@H](O)[C@H](n2cc(-c3ccc(F)cc3)nn2)C[C@@H]1c1ccc(C)cc1,-9
CCCCOC(=O)C1=C(C)N(C)C(=O)NC1c1cc2c(cc1Br)OCO2 (stereo not given),3
COc1cc(NC(=O)COc2ccc([N+](=O)[O-])cc2)ccc1NC(=O)c1ccco1,44
C[C@@H]1CN([C@H](C)CO)C(=O)CCCn2cc(nn2)CO[C@H]1CN(C)S(=O)(=O)c1ccc(-c2ccccc2)cc1,-8
